M1 PAM = human M1 muscarinic receptor positive allosteric modulators, primary screen, CHO-K1 cells, Fluo-8 calcium fluorescence, 1536-well. Muscarinic acetylcholine receptor M1 (Homo sapiens), P11229. CHO-K1 hM1, ACh EC20; 0% = ACh EC20, 100% = maximal ACh. activation, % at 3 µM. 360,000 compounds, 0.088% hits; in the data active = activation above about 19%, passing the limit was not always enough
Target sequence (P11229 whole entry, looked up): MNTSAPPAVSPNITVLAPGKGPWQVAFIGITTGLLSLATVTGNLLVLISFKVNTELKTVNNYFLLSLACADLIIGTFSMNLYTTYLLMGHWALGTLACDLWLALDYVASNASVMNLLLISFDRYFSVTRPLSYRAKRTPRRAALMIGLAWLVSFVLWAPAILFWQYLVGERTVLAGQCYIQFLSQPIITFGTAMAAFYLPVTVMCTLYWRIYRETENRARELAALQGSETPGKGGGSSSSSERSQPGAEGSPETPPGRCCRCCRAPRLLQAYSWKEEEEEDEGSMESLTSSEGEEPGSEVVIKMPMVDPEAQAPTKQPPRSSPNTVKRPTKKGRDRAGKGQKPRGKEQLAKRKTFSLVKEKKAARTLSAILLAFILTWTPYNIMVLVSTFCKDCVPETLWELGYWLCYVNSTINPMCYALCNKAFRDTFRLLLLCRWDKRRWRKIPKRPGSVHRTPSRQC
M1 antag = human M1 muscarinic receptor antagonists, primary screen, CHO-K1 cells, Fluo-8 calcium fluorescence, 1536-well | 360,000 compounds, 1.3% hits | inhibition, % at 3 µM | AID 588852, 2011 | Muscarinic acetylcholine receptor M1 (Homo sapiens), P11229 | CHO-K1 hM1, ACh EC80 antagonist;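 active = percent inhibition above its own plate's cutoff, namely the mean of that plate's compound wells plus 3 SD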;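 note: peak over basal fluorescence ratio during 140 s after agonist addition; 0% = ACh EC80 plus DMSO and 100% = DMSO alone without agonist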
M1 ag parental = counter-screen for M1 agonists: effect in parental CHO-K1 cells; Fluo-8 calcium fluorescence; scaled to maximal ATP response, vehicle zero; activation, % at 3 µM; 360,000 compounds, 0.48% hits; in the data active = activation above about 15%;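 note: untransfected CHO-K1 host cells lacking M1 receptor as counterscreen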
CHO-K1 Ca antag = counter-screen for M1 antagonists: effect in parental CHO-K1 cells. ATP-induced calcium, Fluo-8 fluorescence. inhibition, % at 3 µM. 360,000 compounds, 0.6% hits. AID 602250;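 active = inhibition above a per-plate cutoff, the plate's mean sample inhibition plus 3 SD, cut at about 24% in these data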;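 note: 0% = DMSO plus EC80 ATP and 100% = DMSO alone without ATP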
M1 PAM parental = nonselective calcium activators in parental CHO-K1 cells, primary screen, counter-screen for M1 PAM project, cell-based, Fluo-8 calcium fluorescence, full deck, 1536-well | AID 602247, 2012 | activation, % at 3 µM | 360,000 compounds, 0.02% hits | ATP EC20; 0% at ATP EC20, 100% at ATP max;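 active = activation above the run cutoff, the mean activation of all test compounds plus 3 SD, cut at about 40% in these data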;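 note: peak over basal fluorescence ratio in a 140 s read after ATP addition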
M1 ag = human M1 muscarinic receptor agonists, primary screen, Fluo-8 calcium fluorescence, CHO-K1 cells, HTS. Muscarinic acetylcholine receptor M1 (Homo sapiens), P11229. CHO-K1 hM1, agonist mode; 0% DMSO, 100% acetylcholine EC100. activation, % at 3 µM. 360,000 compounds, 0.33% hits. AID 588814, 2011;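 active = activation above the run's mean compound activation plus 3 SD, cut at about 16% in these data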;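 note: peak over basal fluorescence ratio within a 140 s kinetic read after compound addition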
CHO parental Ca = ATP-evoked calcium signal inhibitors, parental CHO, primary screen, counter-screen for OX1R antagonist project, cell-based, fluorescence, Fluo-8 calcium dye. inhibition, % at 5.6 µM. parental CHO-K1, ATP-induced calcium, Fluo-8 fluorescence. AID 463079, 2010. 330,000 compounds, 0.63% hits;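 active = inhibition above that plate's mean sample inhibition plus 3 SD, cut at about 26% in these data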;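 note: 0% = ATP-challenged DMSO wells and 100% = DMSO wells without ATP; some compounds past the cut are filed as inactive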
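material = parental CHO cells | also added = ATP as calcium-mobilizing challenge | dosing = single point at 5.6 µM | detection = intracellular calcium via Fluo-8 no-wash fluorescent dye | read-out = % inhibition | benchmarks = low control ATP plus DMSO, high control DMSO only | repeats = one well per compound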
TAAR1 agonist = human TAAR1 agonists, primary screen, Fluo-8 calcium fluorescence, CHO RD-HGA16 cells | Trace amine-associated receptor 1 (Homo sapiens), Q96RJ0 | vehicle wells 0%, saturating PEA agonist 100% | activation, % at 3 µM | 360,000 compounds, 0.99% hits | AID 624467, 2012;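 active = activation above the mean activation of all test compounds in the run plus 3 SD, cut at about 38% in these data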
Target sequence (Q96RJ0 whole entry, looked up): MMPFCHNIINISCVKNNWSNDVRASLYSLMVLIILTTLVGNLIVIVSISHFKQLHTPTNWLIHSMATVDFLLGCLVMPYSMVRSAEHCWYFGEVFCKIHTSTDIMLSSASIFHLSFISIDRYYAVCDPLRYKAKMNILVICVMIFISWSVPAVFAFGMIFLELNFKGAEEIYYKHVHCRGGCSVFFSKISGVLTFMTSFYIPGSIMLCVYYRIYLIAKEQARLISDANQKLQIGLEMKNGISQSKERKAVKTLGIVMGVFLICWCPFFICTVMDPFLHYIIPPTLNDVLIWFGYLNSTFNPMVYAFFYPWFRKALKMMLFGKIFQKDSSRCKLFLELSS
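Test system: RD-HGA16 (CHO) cells co-expressing Gα16 and hTAAR1; dosing: one-point dosing at 3 µM (nominal); timing: 17-24 h seeding, 75 min 37 °C dye, 30 min RT; signal: kinetic Fluo-8 calcium fluorescence; read-out basis: % activation relative to PEA EC100 response; controls: DMSO and PEA EC100; replicates: n 1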
TAAR1 antagonist = human TAAR1 antagonists, primary screen, Fluo-8 calcium fluorescence, CHO RD-HGA16 cells; Trace amine-associated receptor 1 (Homo sapiens), Q96RJ0; antagonist; inhibition, % at 3 µM; 360,000 compounds, 1.5% hits; AID 624466, 2012;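 active = inhibition above a per-plate cutoff, the mean inhibition of test compounds on that plate plus 3 SD, cut at about 49% in these data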;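 note: 0% = DMSO plus EC80 beta-PEA response and 100% = DMSO alone without agonist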
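System: CHO RD-HGA16 cells bearing hTAAR1. Reagent: EC80 β-phenethylamine stimulus. Schedule: seeding 17-24 h prior, 75-min 37 °C, 30-min RT dye loading. Signal: Fluo-8 intracellular calcium dye fluorescence, real-time kinetic reads. Read-out: % inhibition from peak post-agonist over basal fluorescence ratio. Benchmarks: vehicle wells and EC80 agonist wells. Replicates: n of 1.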
The depositor's hits bear a star; · = no result given.

SMILES	M1 PAM	M1 antag	M1 ag parental	CHO-K1 Ca antag	M1 PAM parental	M1 ag	CHO parental Ca	TAAR1 agonist	TAAR1 antagonist
O=c1[nH]c2ccccc2n1C1CCN(CCOc2ccccc2)CC1	-26.9	78.4*	2.8	-5.6	11.6	75.4*	·	6.4	-5.7
CCOc1c(Br)cc(CNC2CCCCCCC2)cc1OC	-1.2	2.3	12.8	-4.4	-7.2	-0.4	12.1	21.6	-2.0
CC(Oc1ccc(Cl)cc1)c1ccnc(N)n1 (stereo not given)	1.3	-7.6	-0.5	-4.0	-5.7	-12.6	-7.4	3.3	-5.1
CC(C)(C)NC(=O)CN(C(=O)CCC(=O)Nc1nccs1)c1ccccc1F	10.6	-17.5	0.9	-14.3	21.1	-0.8	·	0.5	-5.9
O=C(c1ccc(OC2CCN(Cc3ccccc3OC(F)F)CC2)cc1)N1CCCC1	-14.4	25.5	2.5	-10.2	-13.4	-4.8	-19.8	-0.4	-20.7
C=CCCC(=O)N1C[C@H]2CON(C)[C@H]2C[C@H]1c1cccc(Nc2ccccc2)c1	5.6	-4.5	0.1	1.6	6.7	-10.1	·	2.9	5.8
O=C(Cn1ccc([N+](=O)[O-])n1)N1CCc2ccccc21	5.6	0.9	0.4	-14.1	13.5	-2.9	-7.5	1.1	-10.2
O=C(Nc1cc(F)ccc1F)C1CCN(S(=O)(=O)c2cccc3nonc23)CC1	-0.7	-10.4	4.9	-6.1	1.4	-2.4	-16.8	6.5	2.0
COCCN(C(=O)COC(=O)CNC(=O)c1ccc(C)cc1)c1c(N)n(Cc2ccccc2)c(=O)[nH]c1=O	7.6	1.9	0.6	-15.0	18.9	-5.1	·	-0.7	-16.4
COc1ccc(C(=O)Nc2ccc(S(=O)(=O)N3CCc4ccccc43)cc2)cc1	-9.6	17.7	2.9	21.3	-6.6	-0.7	24.2	15.4	50.8*
CC(=O)N/N=C(\C)c1ccc2c(c1)OCCO2	4.9	-3.1	-0.4	-7.5	5.0	-2.6	1.9	1.8	-14.9
CC(=O)Nc1cc2c(cc1C(=O)c1ccc(C)cc1)OCCO2	5.8	-6.0	1.2	-8.9	21.4	-4.1	-13.8	6.4	-13.8
O=C(COC(=O)C1CCN(c2ccc(C(F)(F)F)cn2)CC1)Nc1ccc(Cl)cc1	4.8	-10.0	1.2	0.4	0.8	-2.9	-10.4	1.0	-11.3
Cc1ccccc1OCCn1ccnc1	3.5	-3.2	1.0	0.6	-2.4	-2.4	-1.3	1.4	2.5
Cc1cc(-c2nnco2)c(C)n1-c1ccc(F)cc1	11.3	-17.5	-0.4	4.8	-9.0	0.6	-10.4	0.9	-15.9

Quoted at random: five records from the list, in no set order.
SMILES	M1 PAM	M1 antag	M1 ag parental	CHO-K1 Ca antag	M1 PAM parental	M1 ag	CHO parental Ca	TAAR1 agonist	TAAR1 antagonist
O=C(c1ccc(OC2CCN(Cc3ccccc3OC(F)F)CC2)cc1)N1CCCC1	-14.4	25.5	2.5	-10.2	-13.4	-4.8	-19.8	-0.4	-20.7
COc1ccc(C(=O)Nc2ccc(S(=O)(=O)N3CCc4ccccc43)cc2)cc1	-9.6	17.7	2.9	21.3	-6.6	-0.7	24.2	15.4	50.8*
CC(Oc1ccc(Cl)cc1)c1ccnc(N)n1 (stereo not given)	1.3	-7.6	-0.5	-4.0	-5.7	-12.6	-7.4	3.3	-5.1
O=C(Nc1cc(F)ccc1F)C1CCN(S(=O)(=O)c2cccc3nonc23)CC1	-0.7	-10.4	4.9	-6.1	1.4	-2.4	-16.8	6.5	2.0
CC(C)(C)NC(=O)CN(C(=O)CCC(=O)Nc1nccs1)c1ccccc1F	10.6	-17.5	0.9	-14.3	21.1	-0.8	·	0.5	-5.9

Next part
SMILES	M1 PAM	M1 antag	M1 ag parental	CHO-K1 Ca antag	M1 PAM parental	M1 ag	CHO parental Ca	TAAR1 agonist	TAAR1 antagonist
CCOC(=O)C1=C(N)N(c2cc(S(=O)(=O)N3CCOCC3)ccc2Cl)C(=O)C1	4.2	-3.1	-0.3	22.7	-15.2	-9.0	-16.7	5.6	24.5
O=C1CC(c2ccccc2)Oc2ccccc21 (stereo not given)	-3.7	-1.3	-0.2	1.7	9.7	-7.2	·	-2.9	-2.2
CCCc1cc2c(-c3ccccc3)cc(=O)oc2cc1OCc1ccc(C(=O)O)o1	-3.6	7.4	-0.9	18.4	-14.2	-5.8	-11.7	8.7	20.2
O=C1CCC[C@@H]2C[C@@]3(C[C@@H]4CCN1[C@H]24)Nc1cc(Cl)ccc1NC3=NCc1ccccc1	0.1	1.6	1.5	-15.1	4.3	-2.5	·	6.9	5.1
COc1ccc(S(=O)(=O)N2CCCCC2)cc1NC(=O)c1cccnc1SC	11.1	-9.2	0.5	2.9	6.0	-2.0	-7.0	5.4	-2.8
CC(=O)c1sc(NC(=O)COc2ccccc2)nc1C	7.1	-9.3	0.7	6.6	-16.9	-3.6	-9.3	6.0	12.8
Cc1ccc(S(=O)(=O)NCC(=O)N(CC(=O)NCC2CCCO2)Cc2ccccc2)cc1 (stereo not given)	3.2	-31.6	0.3	-5.5	9.0	-2.2	-13.4	-0.7	7.5
CC(=O)c1cccc(NC(=O)c2cc(-c3cccs3)on2)c1	3.8	-5.2	1.6	-10.9	11.8	-3.8	-2.0	1.1	16.8
CCOC(=O)c1cc(-c2ccccc2)nc2nc(N3CCCCC3)sc12	-1.8	7.0	1.1	-1.8	8.9	-1.4	-5.2	0.4	-4.0
CN1CCN(C2=CC(=O)OC23CCCCC3)CC1	-9.5	-3.1	0.1	8.2	-6.6	-4.3	-8.3	7.3	-5.3
O=C(NCCCN1CCN(c2ccccc2F)CC1)C1CCC(=O)N1C1CCCC1 (stereo not given)	3.0	-4.9	0.0	-6.4	5.2	-8.5	9.5	·	·
CC=Cc1cc(OC)c2c(c1)C(C)C(c1ccc(O)c(OC)c1)O2 (stereo not given)	4.7	-3.6	0.6	-8.1	4.0	-1.5	·	1.9	4.8
O=C(CCn1cnc2ccccc2c1=O)Nc1ccc(S(=O)(=O)N2CCCCC2)cc1	3.5	0.0	0.1	9.2	-5.6	-0.9	-7.4	18.3	-8.6
Cc1sc(NC(=O)CCCC(=O)O)c(C(N)=O)c1-c1ccccc1	-1.2	4.1	-0.3	12.0	-8.0	-5.4	-0.3	6.4	-1.8
CC1(C)Cc2c(c(=S)nc(-c3ccccc3)n2CCO)CO1	-2.3	-15.8	0.4	-11.7	23.4	-2.4	0.1	4.2	1.4
Cc1c(NC(=O)C(C)OC(=O)CC2CC3CCC2C3)c(=O)n(-c2ccccc2)n1C (stereo not given)	8.5	-9.4	0.4	-13.0	14.3	-4.0	-10.9	-1.4	-11.0
Cc1n[nH]c(C)c1S(=O)(=O)N1CCCCCC1	4.4	-10.6	-0.1	-9.8	0.6	-2.9	7.0	1.9	-5.6
Cc1cccc(/C=N/NC(=O)c2cc(-c3cccnc3)nc3c2c(C)nn3-c2ccccc2)c1	7.4	-4.5	0.6	-1.8	17.3	-4.4	-20.0	1.2	0.9
Cc1cc(C)cc(NC(=O)N2CCC(NC(=O)c3ccccc3C)CC2)c1	2.9	-4.7	0.3	-7.1	13.3	-1.7	-5.3	1.2	4.1
CNC(=S)N/N=C/c1cc(Br)c(OCc2ccncc2)c(OC)c1	-7.7	8.2	7.2	20.7	6.6	-6.1	-19.0	7.6	32.9
COc1cc(C(=S)N2CCOCC2)cc(OC)c1OS(=O)(=O)c1ccc(C)cc1	-3.8	12.8	0.4	0.0	-8.0	-2.6	-11.7	0.4	-17.8
O=C(CSc1oc(-c2ccccc2)nc1S(=O)(=O)c1ccc(F)cc1)NCC1CCCO1 (stereo not given)	3.9	2.2	0.1	0.2	4.4	-2.4	-19.1	0.1	13.6
O=C(COc1ccc2ccccc2c1)NNC(=O)C(=O)Nc1ccccc1	1.4	-0.1	-0.1	7.2	8.9	-2.5	14.7	-1.7	7.3
O=C(NCCc1ccccc1)c1nc2c(nnn2Cc2ccccc2Cl)c(=O)[nH]1	3.3	-5.7	-0.1	-5.1	-1.0	-1.9	-15.8	1.1	-4.8
C/C(CC(=O)NCC(C)C)=N\NC(=O)COc1cc(C)c(Br)cc1Br	0.8	-1.0	0.0	0.7	-11.8	-0.2	-11.8	5.0	-4.8
CCN(C)C1CN(Cc2cn(CCCC(=O)OC)nn2)S(=O)(=O)C1 (stereo not given)	·	·	1.5	-22.4	23.0	·	·	2.2	-14.2
CCOC(=O)Oc1ccc2oc(C)c(C(=O)OCCOC)c2c1	0.8	6.8	1.0	-4.5	15.4	-4.2	-17.8	17.2	9.0
COc1ccc(NC(=O)CC2C(=O)N(C)C(=S)N2CCc2ccccc2)cc1 (stereo not given)	-0.8	3.6	4.6	-14.1	22.6	-3.7	-11.4	22.1	25.4
O=C(Nc1ccc(F)cc1Cl)c1ccc2c(=O)n3c(nc2c1)CCC3	16.7	-22.7	0.0	8.3	-12.7	1.9	-8.2	1.3	-6.8
O=c1[nH]c(/C=C\c2cccc(C(F)(F)F)c2)nc(O)c1[N+](=O)[O-]	2.0	-6.7	-0.5	-1.1	-2.9	-1.6	·	6.5	-8.2
CSc1ncc(C(=O)O)c(C)n1	0.1	3.4	0.1	-7.2	5.5	-3.6	-9.4	0.4	10.8
C/C(CC(=O)Nc1ccc(Cl)c(Cl)c1)=N\NC(=O)Cc1ccccc1	3.1	-9.2	8.1	-2.4	23.2	-8.8	-7.4	2.0	11.7
Cc1ccc(C(C)NC(=O)c2cc3cc(Br)ccc3oc2=N)cc1 (stereo not given)	13.9	-24.3	0.3	-2.5	-0.4	-2.0	-24.7	1.1	-24.1
CN1CCN(C(=O)C2CCN(S(=O)(=O)c3ccc(F)cc3)CC2)CC1	3.2	-4.1	1.0	-11.4	9.3	-5.9	-1.5	2.6	-1.1
COc1cccc(NC(=O)/C=C/c2ccccc2[N+](=O)[O-])c1	3.2	-1.1	3.7	-6.9	24.5	-7.3	-12.1	6.3	15.1
Cc1ccc(NC(=O)OC(C)CNC(=O)Oc2cccc(C)c2)cc1 (stereo not given)	7.2	-1.0	2.0	-11.0	21.3	-4.0	-20.9	7.0	-4.8
COc1ccc(Br)cc1S(=O)(=O)N1CCCc2ccccc21	14.3	-17.1	0.0	1.9	-3.8	-5.3	-20.9	-1.3	-12.0

Source: PubChem BioAssay (The Scripps Research Institute Molecular Screening Center)
